Dengue inhibitors = Dengue virus cytopathic effect inhibitors, cell-based, CPE readout, HTS (AID 540333) | Dengue virus CPE inhibition in host cells; hits give high values | CPE inhibition, % at 20 µM | 10,000 tested, 3.1% active; in the data active = CPE inhibition mostly above about 9.1%, no sharp cut-off; inactive = mostly below about 7.2%
An asterisk follows results filed as active; i = inactive. This is a subset, so the mix of outcomes need not match the whole.

Start of the listing, in advance, 6 compounds:
1	COc1ccc(NC(=O)c2n[nH]c(=O)c3ccccc23)cc1S(=O)(=O)N1CCCCC1
  Dengue inhibitors: 1.1
2	CCOC(=O)C1=C(O)/C(=C\c2ccc(CNS(=O)(=O)c3ccc(Br)cc3)o2)N=C1C
  Dengue inhibitors: 0.1
3	O=C(c1cccnc1)N(Cc1ccccc1)C1(C(=O)Nc2ccccc2)CCCCC1
  Dengue inhibitors: 0.0
4	COc1ccccc1OCCSc1nc2ccc([N+](=O)[O-])cc2s1
  Dengue inhibitors: 0.9
5	O=C(NCc1ccccc1)C1=C[C@@H](c2ccc3c(c2)OCO3)C[C@@H](OCc2ccc(CO)cc2)O1
  Dengue inhibitors: i
6	O=S1(=O)CCC(NC(=S)NCCNC(=S)NC2CCS(=O)(=O)C2)C1 (stereo not drawn)
  Dengue inhibitors: i

Main list, from the start:
1	COc1ccc(NC(=O)c2n[nH]c(=O)c3ccccc23)cc1S(=O)(=O)N1CCCCC1
  Dengue inhibitors: 1.1
2	CCOC(=O)C1=C(O)/C(=C\c2ccc(CNS(=O)(=O)c3ccc(Br)cc3)o2)N=C1C
  Dengue inhibitors: 0.1
3	O=C(c1cccnc1)N(Cc1ccccc1)C1(C(=O)Nc2ccccc2)CCCCC1
  Dengue inhibitors: 0.0
4	COc1ccccc1OCCSc1nc2ccc([N+](=O)[O-])cc2s1
  Dengue inhibitors: 0.9
5	O=C(NCc1ccccc1)C1=C[C@@H](c2ccc3c(c2)OCO3)C[C@@H](OCc2ccc(CO)cc2)O1
  Dengue inhibitors: i
6	O=S1(=O)CCC(NC(=S)NCCNC(=S)NC2CCS(=O)(=O)C2)C1 (stereo not drawn)
  Dengue inhibitors: i
7	CC1=NN(c2ccc(C)c(C)c2)C(=O)/C1=C/c1ccc2c(c1)n(C)c(=O)n2C
  Dengue inhibitors: 0.6
8	CCOC(=O)/C(C#N)=C/c1cn(CCC(=O)O)nc1-c1ccccc1
  Dengue inhibitors: i
9	CC1(C)CC(=O)C=C(c2cc3ccccc3s2)C1
  Dengue inhibitors: 1.1
10	Cc1cccc(N2C(=O)CC(Sc3ccccc3C(=O)O)C2=O)c1 (stereo not drawn)
  Dengue inhibitors: 0.3
11	N#Cc1ccc(N2C(=O)[C@@H]3C(C(=O)c4ccc5ccccc5n4)=NN[C@@H]3C2=O)cc1
  Dengue inhibitors: 0.1
12	Cc1ccc(C(=O)/C=C/NCc2ccc(F)cc2)cc1
  Dengue inhibitors: i
13	CC(C)(C)c1ccc(-c2ccc3c(c2)S(=O)(=O)c2ccccc2C3=O)cc1
  Dengue inhibitors: 2.2
14	CSc1nc2[nH]ncc2c(=O)[nH]1
  Dengue inhibitors: i
15	O=C(COC(=O)c1cccnc1Nc1ccccc1F)NC1CC1
  Dengue inhibitors: i

16	COCCN=c1scc(-c2cc(OC)ccc2OC)n1/N=C/c1c[nH]c2ccccc12
  Dengue inhibitors: i
17	CC(=O)c1cccc(Nc2cc(C)nc3c(C)cc(C)cc23)c1
  Dengue inhibitors: i
18	CN(C)c1ccc(-c2nc3ccccn3c2/N=C/c2ccc(Br)cc2)cc1
  Dengue inhibitors: 14*
19	CCN(C(=O)CSc1cc(-c2ccccc2)c2ccc(OC)cc2n1)C1CCS(=O)(=O)C1 (stereo not drawn)
  Dengue inhibitors: 8.8
20	CC(C)Cn1c(/C=C/c2ccco2)nc2ccccc21
  Dengue inhibitors: i
21	Cc1cc(C)c(C#N)c(SCc2ccccc2[N+](=O)[O-])n1
  Dengue inhibitors: i
22	COc1ccc(N=Cc2cc3c(cc2O)OC(N)=C(C#N)C3c2ccccc2)cc1 (stereo not drawn)
  Dengue inhibitors: 13*
23	CC1(C)OC2OC(C(=O)N/N=C/c3cc(Br)ccc3O)C3OC(C)(C)OC3C2O1 (stereo not drawn)
  Dengue inhibitors: 0.5
24	O=C1CSC(=S)N1/N=C/C=C/c1ccccc1
  Dengue inhibitors: 0.3
25	O=C(Cc1ccccc1)NN1C(=O)C2C(C1=O)C1C=CC2C12CC2 (stereo not drawn)
  Dengue inhibitors: i
26	COc1cc(C2CC(=O)Oc3c(C(CCN4CCOCC4)c4ccc(N(C)C)cc4)c(OC)cc(OC)c32)cc(OC)c1OC (stereo not drawn)
  Dengue inhibitors: i
27	CCc1ccc(-c2nc(NC(=O)c3ccc(OCC(=O)Nc4ccc(F)cc4)c(OC)c3)sc2C)cc1
  Dengue inhibitors: 0.4
28	COc1ccc(P(=O)(COc2ccc([N+](=O)[O-])cc2)c2ccc(OC)cc2)cc1
  Dengue inhibitors: 1.6
29	CCN(CC)c1ccc(NC(=O)c2ccccc2F)cc1S(=O)(=O)Nc1ccccc1OC
  Dengue inhibitors: 3.1
30	CCCCCc1ccc(-c2ccc(/C=C/C(N)=O)cc2)nc1
  Dengue inhibitors: 0.2

Among those listed so far, these have a nitro group on carbon:
4	COc1ccccc1OCCSc1nc2ccc([N+](=O)[O-])cc2s1
  Dengue inhibitors: 0.9
21	Cc1cc(C)c(C#N)c(SCc2ccccc2[N+](=O)[O-])n1
  Dengue inhibitors: i
28	COc1ccc(P(=O)(COc2ccc([N+](=O)[O-])cc2)c2ccc(OC)cc2)cc1
  Dengue inhibitors: 1.6

Next section.
31	O=C(Nc1nc(-c2ccc(S(=O)(=O)N3CCOCC3)cc2)cs1)c1ccccc1
  Dengue inhibitors: 4.0
32	Cc1cc(C(=O)OCC(=O)c2ccc(Cl)c([N+](=O)[O-])c2)c2cccc(C)c2n1
  Dengue inhibitors: 1.7
33	Cc1cc(/C(O)=C2\C(=O)C(=O)N(CCN(C)C)C2c2ccncc2)ccc1OCc1ccccc1 (stereo not drawn)
  Dengue inhibitors: 0.4
34	CC(=O)Nc1ccc(S(=O)(=O)NCCSCc2cccc(Cl)c2)cc1
  Dengue inhibitors: 1.1
35	CC1(C)C(C=C(Cl)Cl)C1C(=O)N(Cc1cccc(Cl)c1)C1CCS(=O)(=O)C1 (stereo not drawn)
  Dengue inhibitors: 0.5
36	CCc1nnc(NC(=O)CSc2nc(-c3ccccc3)nc3ccccc23)s1
  Dengue inhibitors: i
37	COc1ccc(NC(=O)c2c3c(nc4ccccc24)CCC3)cc1S(=O)(=O)N1CCOCC1
  Dengue inhibitors: i
38	CCOCCCNC(=O)C(NC(=O)c1ccc(NC(C)=O)cc1)c1ccc(Cl)cc1 (stereo not drawn)
  Dengue inhibitors: i
39	Cc1ccc(C(=O)Oc2cccc(NC(=O)c3ccccc3)c2)cc1C
  Dengue inhibitors: 0.5
40	CCn1nc(C(=O)Nc2nc3ccccc3[nH]2)c2ccccc2c1=O
  Dengue inhibitors: 0.1
41	C#Cc1ccc([C@@H]2C=C(C(=O)NC3CC3)O[C@H](OCc3ccc(CO)cc3)C2)cc1
  Dengue inhibitors: i
42	COc1cc(C(=O)NCC(c2ccco2)N(C)C)cc(OC)c1OC (stereo not drawn)
  Dengue inhibitors: 0.1
43	O=C(CCSCc1ccc(Cl)cc1)NCCC1=CCCCC1
  Dengue inhibitors: 0.3
44	CCC(C)(C)C1CCC(=NNC(=O)c2ccc(Br)o2)CC1 (stereo not drawn)
  Dengue inhibitors: i
45	CCCCn1c(=O)c(CCC(=O)OCC(=O)Nc2cc(Cl)ccc2OC)nc2ccccc21
  Dengue inhibitors: 0.7

46	CCOC(=O)C1Nc2ccccc2C2C(O)C(O)CC12 (stereo not drawn)
  Dengue inhibitors: 0.2
47	O=C(N=C1c2ccccc2CN1c1ccccc1)c1cccc([N+](=O)[O-])c1
  Dengue inhibitors: i
48	Fc1ccc(-n2c(-c3ccc4c(c3)OCO4)n[nH]c2=S)cc1Cl
  Dengue inhibitors: i
49	CCCCCCCNC(=O)C1(CC2CC(c3cccc(Br)c3)=NO2)CCN(C(=O)Cc2ccc(F)cc2)CC1 (stereo not drawn)
  Dengue inhibitors: 22*
50	CC(C)CCNC(=O)c1onc(CSc2ccccn2)c1C(=O)NCCC(C)C
  Dengue inhibitors: 26*
51	CCSc1nc2ccc(N3C(=O)C4C5C=CC(C5)C4C3=O)cc2s1 (stereo not drawn)
  Dengue inhibitors: 0.6
52	Cc1ccc(S(=O)(=O)NC(=O)c2ccc(Br)o2)c(C)c1
  Dengue inhibitors: i
53	O=C(NC(C(=O)c1ccccc1)N1CCCCCC1)c1ccco1 (stereo not drawn)
  Dengue inhibitors: 1.2
54	C=C(C(=O)c1ccccc1)C(c1ccccc1)C(C)C(=O)c1ccccc1 (stereo not drawn)
  Dengue inhibitors: 0.3
55	COc1ccc(C(=O)c2ccc(Cl)c([N+](=O)[O-])c2)cc1
  Dengue inhibitors: 2.7
56	CCN1C(=O)[C@@H]2[C@@H](c3ccc(-c4ccc(OC)cc4)cc3)N3CCC[C@@]3(C(=O)OC)[C@@H]2C1=O
  Dengue inhibitors: 0.4
57	c1ccc2c(C3=NNC(=NC4CC4)SC3)c[nH]c2c1
  Dengue inhibitors: 0.1
58	COc1ccc(NS(=O)(=O)c2cc(NC(=O)c3cnc(C)cn3)ccc2N2CCCC2)cc1
  Dengue inhibitors: i
59	O=C(NC1CCCC1)C(c1ccncc1)N(Cc1ccccc1)C(=O)c1ccc(-c2ccccc2)[nH]1 (stereo not drawn)
  Dengue inhibitors: 3.1
60	CC(NC(=O)COC(=O)[C@@H]1CCCN1S(=O)(=O)c1ccccc1F)C12CC3CC(CC(C3)C1)C2 (stereo partly drawn)
  Dengue inhibitors: i

In the list so far, 4 contain a cyano group.
8	CCOC(=O)/C(C#N)=C/c1cn(CCC(=O)O)nc1-c1ccccc1
  Dengue inhibitors: i
11	N#Cc1ccc(N2C(=O)[C@@H]3C(C(=O)c4ccc5ccccc5n4)=NN[C@@H]3C2=O)cc1
  Dengue inhibitors: 0.1
21	Cc1cc(C)c(C#N)c(SCc2ccccc2[N+](=O)[O-])n1
  Dengue inhibitors: i
22	COc1ccc(N=Cc2cc3c(cc2O)OC(N)=C(C#N)C3c2ccccc2)cc1 (stereo not drawn)
  Dengue inhibitors: 13*

The results go on.
61	O=C(O)CN1C(=O)C2C3CC(C2C1=O)C1C(c2ccccc2)c2sc(=O)[nH]c2SC31 (stereo not drawn)
  Dengue inhibitors: 0.4
62	Oc1cccnc1SCc1ccccc1
  Dengue inhibitors: 1.4
63	NNC(=O)CNC(c1ccccc1)c1cc(Br)ccc1NC(=O)c1cccc(Cl)c1 (stereo not drawn)
  Dengue inhibitors: 0.3
64	CCCCNC(=O)c1cccc2c(=O)c(C)c(-c3ccccc3)oc12
  Dengue inhibitors: i
65	CC(Sc1nnc(-c2ccccc2)c(-c2ccccc2)n1)C(=O)Nc1ncc(Cl)cc1Cl (stereo not drawn)
  Dengue inhibitors: 0.7
66	CCOC(=O)c1csc(NC(=O)COc2ccc(Cl)cc2Cl)n1
  Dengue inhibitors: 0.6
67	Cc1ccc(NC2=C/C(=N/S(=O)(=O)c3cccs3)c3ccccc3C2=O)cc1C
  Dengue inhibitors: 0.6
68	CC1(C)CC(=O)C=C(/C=C/c2ccccc2)C1
  Dengue inhibitors: 1.4
69	Cc1ccc(S[C@@H](CCN2CC[C@H](NC(=O)OCc3ccccc3)CCC2=O)c2ccccc2)cc1
  Dengue inhibitors: 0.2
70	CCN(CC)S(=O)(=O)c1ccc(N2CCCC2)c(NS(=O)(=O)c2ccc(OC)cc2)c1
  Dengue inhibitors: i
71	CCOc1ccc(-n2cc(-c3ccccc3)c3c(SC(C)C(=O)OC)ncnc32)cc1 (stereo not drawn)
  Dengue inhibitors: 1.2
72	O=C(/C=C/c1ccccc1Cl)N1CCN(c2ncccn2)CC1
  Dengue inhibitors: i
73	O=C(COc1ccccc1)NNC(=O)c1cc2ccccc2oc1=O
  Dengue inhibitors: 0.3
74	CCCCCNS(=O)(=O)c1cc(C)ccc1OC
  Dengue inhibitors: 1.2
75	C(=Nc1ccc(Nc2ccccc2)cc1)c1ccc2ccccc2c1
  Dengue inhibitors: i

Continuation:
entry	Compound	Dengue inhibitors
76	Cc1cc(SCC(=O)NCCN2C(=O)CSC2=O)nc2ccccc12	2.2
77	CC(=O)NN1C(=O)/C(=C/c2ccc(C(C)C)cc2)SC1=S	i
78	Cc1ccc(NCc2ccccc2F)cc1	2.7
79	O=C(/C=C/c1ccccc1[N+](=O)[O-])NCc1cccnc1	i
80	COC(=O)c1sccc1NC(=O)c1c(-c2ccccc2)noc1C	i
81	CCn1c(-c2csc(C(C)C)c2)n[nH]c1=S	i
82	CC(C)(C)NC(=O)COC(=O)c1ccccc1Nc1ccc(SC(F)F)cc1	17*
83	COc1ccc([C@H]2CC(=O)C=C(c3cccc(OC)c3)C2)cc1	i
84	Nc1c(Cl)ncnc1N/N=C/c1ccc2ccccc2n1	i
85	O=C(Cn1c(COc2ccc(Cl)cc2)nc2ccccc21)NCC(F)(F)F	i
86	CCNC(=O)NC(=O)C(C)On1nnc2ccc(S(=O)(=O)N(CC)CC)cc21 (stereo not drawn)	i
87	Cc1ccc(NC(=O)Cc2ccc(Cl)c(Cl)c2)cc1S(=O)(=O)N(C)C	12*
88	NNC(=O)c1cccc(COc2ccc(Br)cc2)c1	0.2
89	CCC(C)NC(=O)c1ccccc1NC(=O)c1ccc(CSc2ccccc2)cc1 (stereo not drawn)	4.3
90	Cc1ccc(NC(=O)CC(C(=O)O)c2ccccc2)cc1 (stereo not drawn)	i
91	CC(=O)c1c(N2CCN(c3ccc(F)cc3)CC2)nc(=S)n(Cc2ccccc2)c1C	4.8
92	CC(C(=O)Nc1ccccc1-c1ccccc1)N1CCN(S(=O)(=O)c2ccccc2)CC1 (stereo not drawn)	i
93	CSc1ccccc1NC(=O)CN(C)CC(=O)Nc1ccccc1F	i
94	Cc1ccc(C)c2[nH]c(=O)c(C(c3nnnn3C(C)(C)C)N3CC=C(c4ccc(F)cc4)CC3)cc12 (stereo not drawn)	27*
95	Cn1cc([N+](=O)[O-])c(C(=O)Nc2ccn(C34CC5CC(CC(C5)C3)C4)n2)n1	9.7*
96	Cc1cccc(NC(=O)CSc2nc3c(c(=O)[nH]2)CCC3)c1C	0.4
97	COc1ccc(OCC(=O)NNC(=O)C(=O)Nc2ccc(C)cc2)cc1	i
